Screening results (PubChem)
VIM-2 inhibitor – VIM-2 metallo-beta-lactamase inhibitors, primary screen, biochemical, epi-absorbance readout, Pseudomonas aeruginosa enzyme; inhibition, % at 5.6 µM; purified VIM-2, nitrocefin hydrolysis, epi-absorbance fluorescence; actives 0.89% (n = 290,000);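 active = inhibition above the mean of all tested compounds plus 3 SD, cutoff set per screening run, cut at about 7.5% in these data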;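 also: red hydrolysis product quenches plate fluorescence so inhibitors raise well fluorescence; 0% = enzyme with DMSO and 100% = DMSO without enzyme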
IDE inh – human IDE inhibitors in live cells, primary screen, fluorescence polarization, HEK cells, FAbetaB substrate; AID 434962, 2010; inhibition, % at 5.59 µM; FAbetaB cleavage; actives 0.41% (n = 320,000);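 active = percent inhibition above the average of all tested compounds plus 3 SD, set per screening campaign, cut at about 16% in these data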;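 also: IDE supplied by intact live HEK cells; FP after avidin binding of uncleaved biotin substrate so inhibition keeps polarization high; 0% = DMSO wells and 100% = 60 µM reference IDE inhibitor Ii1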
Target sequence (P14735 whole entry, looked up): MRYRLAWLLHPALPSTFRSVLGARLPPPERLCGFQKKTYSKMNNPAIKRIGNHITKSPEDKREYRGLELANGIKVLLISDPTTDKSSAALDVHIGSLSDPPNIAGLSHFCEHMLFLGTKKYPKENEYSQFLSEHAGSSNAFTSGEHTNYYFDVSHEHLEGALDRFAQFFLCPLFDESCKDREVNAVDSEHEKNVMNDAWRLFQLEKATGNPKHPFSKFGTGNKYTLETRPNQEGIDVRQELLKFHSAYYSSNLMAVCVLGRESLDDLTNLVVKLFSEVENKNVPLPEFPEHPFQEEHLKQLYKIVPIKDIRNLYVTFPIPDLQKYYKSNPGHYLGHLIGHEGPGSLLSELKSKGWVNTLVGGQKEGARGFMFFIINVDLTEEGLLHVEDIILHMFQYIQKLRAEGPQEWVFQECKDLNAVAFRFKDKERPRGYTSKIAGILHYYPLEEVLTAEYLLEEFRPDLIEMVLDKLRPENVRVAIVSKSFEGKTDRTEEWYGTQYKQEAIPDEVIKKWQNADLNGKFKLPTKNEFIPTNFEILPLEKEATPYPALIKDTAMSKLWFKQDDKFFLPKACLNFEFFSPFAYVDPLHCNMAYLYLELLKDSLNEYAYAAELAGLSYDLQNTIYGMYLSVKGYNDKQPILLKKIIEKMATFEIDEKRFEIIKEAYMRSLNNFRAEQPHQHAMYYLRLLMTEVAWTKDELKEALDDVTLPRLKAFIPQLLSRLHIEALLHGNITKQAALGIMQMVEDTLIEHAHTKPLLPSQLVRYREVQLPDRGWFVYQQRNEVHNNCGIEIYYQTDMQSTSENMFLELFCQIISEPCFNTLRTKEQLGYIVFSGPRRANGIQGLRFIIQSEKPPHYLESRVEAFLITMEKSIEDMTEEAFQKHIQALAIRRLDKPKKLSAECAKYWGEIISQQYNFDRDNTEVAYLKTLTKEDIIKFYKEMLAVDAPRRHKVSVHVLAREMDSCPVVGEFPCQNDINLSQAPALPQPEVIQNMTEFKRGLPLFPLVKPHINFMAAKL
IDE act – human IDE activators in live cells, primary screen, fluorescence polarization, HEK cells, FAbeta-B substrate | FAbeta-B cleavage; 0% vehicle, 100% cell-free pure enzyme wells | AID 493087, 2011 | actives 0.073% (n = 340,000) | activation, % at 5.96 µM | Insulin-degrading enzyme (Homo sapiens), P14735;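 active = activation above the mean of all tested compounds plus 3 SD, set per screening campaign, cut at about 17% in these data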
GPR7 antag – GPR7 receptor antagonists, primary screen, cell-based, fluorescence, single concentration; Neuropeptides B/W receptor type 1 (Homo sapiens), P48145; GPR7-expressing cells, fluorescence antagonist assay; inhibition, % at 4.4 µM; actives 1.1% (n = 290,000); in the data active = inhibition above about 16%, passing the limit was not always enough;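 also: cells stimulated with the agonist NPW; 0% = agonist with vehicle and 100% = vehicle without agonist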
M18AAP inhibitor – PfM18AAP inhibitors, malaria aminopeptidase, primary screen, biochemical, QFRET, recombinant enzyme; M18 aspartyl aminopeptidase (Plasmodium falciparum 3D7); H-Glu-NHMec fluorogenic cleavage; inhibition, % at 7.35 µM; actives 1.2% (n = 290,000);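 active = inhibition above the campaign mean inhibition over all tested compounds plus 3 SD, cut at about 28% in these data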;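 also: 0% = plate median of test compound wells and 100% = 2 mM ZnCl2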
PHOSPHO1 inh – PubChem AID 1565; Phosphoethanolamine/phosphocholine phosphatase (Homo sapiens), Q8TCT1; recombinant PHOSPHO1, absorbance phosphatase assay; inhibition, % at 13.3 µM; actives 1.1% (n = 290,000); in the data active = inhibition above about 60%
IMP-1 inh – IMP-1 metallo-beta-lactamase inhibitors, primary screen, biochemical, epi-absorbance readout, Pseudomonas aeruginosa enzyme. purified IMP-1, nitrocefin hydrolysis, epi-absorbance fluorescence. inhibition, % at 5.6 µM. actives 0.45% (n = 290,000). AID 1556, 2009;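 active = inhibition above the mean plus 3 SD of all compounds in the same screening run, cut at about 4.5% in these data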;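 also: 0% = IMP-1 with DMSO and 100% = DMSO wells lacking enzyme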
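System: purified IMP-1; amount: IMP-1 0.2 nM before substrate addition; compound: single dose, 5.6 µM; times: 25 °C, 15 min preincubation, 25 min reaction; signal: Epi-absorbance via hydrolysed-nitrocefin quenching of white-plate fluorescence, 480/530 nm, EDTA stop; benchmarks: DMSO with and without IMP-1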
pCIP destab – p/CIP-EGFP fusion destabilizers, primary screen, fluorescence, F442A cells; AID 1984, 2009; actives 0.01% (n = 290,000); decrease of EGFP signal, % at 10 µM; 16 h; Q05BA5;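 active = EGFP signal decrease of at least 30% at 10 µM or well 3 SD below plate mean, unless failing retest; inactive = the rest, including hits failing retest or dose response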; also: some compounds called inactive have numbers as strong as hits; many of its hits are not listed in these tables
NALP1 inh – NALP1 inflammasome inhibitors in reconstituted yeast, colorimetric, S. cerevisiae, triplicate retest; S. cerevisiae NALP1/ASC/caspase-1 growth, X-gal OD620, 72 h; inhibition, % at 10 µM; actives 0.61% (n = 280,000); AID 2071, 2009; in the data active = inhibition mostly above about 24%, no sharp cut-off; inactive = mostly below about 32%; also: some compounds called inactive have numbers as strong as hits
The depositor's hits bear a star; / = no result given; & = joins results of further samples.

SMILES | VIM-2 inhibitor | IDE inh | IDE act | GPR7 antag | M18AAP inhibitor | PHOSPHO1 inh | IMP-1 inh | pCIP destab | NALP1 inh
CCc1cc(C=NC2CCCCC2)c(O)s1 | -1.1 | 5 | 1 | -2 | 1 | 14 | -2.1 | -13 | 11
CN1C(=O)CC(Sc2ncccc2C(=O)O)C1=O (stereo unspecified) | -5.1 | 4 | 6 | -3 | 5 | 23 | -2.8 | -13 | 18
Cc1ccccc1OCc1nnc(SCC(=O)Nc2ccc(N3CCOCC3)cc2)n1C | 0.3 | 4 | 3 | 9 | 7 | 27 | -0.5 | -4 | 28
CCC(Oc1ccccc1F)C(=O)NCCN1CCOCC1 (stereo unspecified) | 0.8 | 0 | 0 | -10 | -14 | 28 | -0.4 | 7 | -6
COc1ccccc1C(=O)NNC(=O)c1ccc(Cl)cc1 | 0.6 | 5 | 0 | 12 | 4 | 52 | -0.6 | -11 | 5
CNc1oc(Cc2cccc3ccccc23)nc1C#N | 0.0 | -1 | 8 | 12 | -1 | 4 | 0.2 | -11 | 15
CCNC(=O)/C(C#N)=C/c1c(N2CCOCC2)nc2ccccn2c1=O | 1.2 | 1 | 0 | -3 | -2 | 0 | -2.5 | 2 | 24
CCS(=O)(=O)C1=NN2C(=N)/C(=C\c3ccc(OC(=O)c4ccco4)c(Br)c3)C(=O)N=C2S1 | -2.1 | 9 | / | 21 | 0 | 27 | -3.6 | -48 | -26
CSc1ccccc1C(=O)N1CCCC(CCC(=O)NCc2ccc(F)c(F)c2)C1 (stereo unspecified) | -3.3 | 7 | 2 | 17 | -4 | 13 | -3.9 | -13 | 4
C=C(C)C(=O)N1CC2(CC(c3cccc(NC(=O)/C=C\C=C/C)c3)=NO2)C[C@H]1C(N)=O (stereo partly specified) | / | 9 | 6 | / | / | 35 | / | -2 | /
COc1ccc(/C=C2\C(=O)ON=C2c2ccccc2)cc1 | 0.7 | -1 | 2 | 0 | 24 | 31 | -1.5 | -6 | 2
CC(C)[C@H](NC(=O)N1CC(=O)Nc2ccccc21)C(=O)N[C@H](Cc1c[nH]c2ccccc12)C(=O)O | 13* | 11 | -1 | 10 | 1 | 18 | 1.0 | 1 | 5
Cc1nc(C)c(NC(=O)N2CCc3ccccc32)cc1NC(=O)N1CCc2ccccc21 | -2.5 | -6 | 1 | -22 | 4 | -38 | -2.2 | -4 | 10
CC1=C(C)CC(C(=O)NCc2cccc(Cl)c2)C(C(=O)O)C1 (stereo unspecified) | -0.8 | 5 | -5 | 9 | -2 | 44 | 1.5 | 12 | 11
CN1CCN(c2nc(-c3ccccc3)nc3c2oc2ccccc23)CC1 | / | -1 | 4 | / | / | 15 | / | -8 | 25
CCOc1ccc(C(=O)CC(=O)C(=O)NCCc2ccc(OC)c(OC)c2)cc1 | -2.1 | 2 | -1 | -11 | -5 | -9 | -0.5 | -5 | -11
CSCCC(NC(=O)OCc1ccccc1)C(=O)O (stereo unspecified) | -5.0 | 0 | 1 | 7 | -2 | -4 | -3.2 | -4 | 8
CC(C)c1ccc(N(C(=O)c2ccc3c(c2)OCO3)C2C=CS(=O)(=O)C2)cc1 (stereo unspecified) | -1.6 | 0 | 5 | 12 | 0 | 38 | -5.1 | -2 | 15
Cc1ccc(NC(=O)C2Oc3ccccc3OC2C)cc1 (stereo unspecified) | -2.2 | 2 | 1 | -16 | 5 | / | -2.8 | -6 | /
CCCCN(C)Cc1c(C)[nH]c2c(Cl)cccc2c1=O | -2.8 | -5 | 5 | -9 | 4 | 10 | -0.8 | 3 | 21
COC(OC)c1nc(SCC(=O)Nc2cccc(Cl)c2)ncc1C(=O)O | 0.3 | 0 | 4 | -7 | -4 | 33 | -1.5 | -4 | 13
O=C1COc2ccc(S(=O)(=O)N3CCCCCC3)cc2N1 | -5.8 | 5 | 6 | -8 | 1 | -10 | -1.0 | 8 | 15
O=C(NC1CCCC1)c1cc(=O)[nH]c2ccccc12 | -0.4 | 2 | 5 | 3 | 0 | 30 | 0.5 | 9 | 7
Cc1nc(N2CCOCC2)nc(OCCN2CCOCC2)c1[N+](=O)[O-] | -0.9 | -1 | 3 | -8 | -2 | -13 | -3.1 | -5 | 33
Cc1ccc(CC(=O)Nc2ccc(F)c([N+](=O)[O-])c2)cc1C | -1.1 | 5 | 3 | 12 | 0 | 27 | -2.5 | -5 | 7
CCOC(=O)N1CCN(C(=O)c2ccc(N(C)S(=O)(=O)c3ccc(C)cc3)cc2)CC1 | -2.8 | -1 | 2 | -10 | 9 | 56 | -4.3 | -33 | -11
O=C(Nc1nc(-c2ccc(S(=O)(=O)N3CCOCC3)cc2)cs1)c1ccccc1 | -2.0 | 22* | -7&-20 | 34* | 7 | -41 | -1.5 | 14 | 12
O=C(Cc1ccc(Cl)cc1)N1CCN(C(=O)c2ccco2)CC1 | -0.5 | -7 | 2 | -8 | -4 | 34 | -2.0 | -8 | -7
COC(=O)C1C(O)=C(C(C)=N)C(=O)CC1(C)C (stereo unspecified) | -0.4 | 3 | 1 | -2 | -8 | 10 | -2.5 | -5 | 10
CCCCCCC(=O)N/N=C(\C)Cc1ccccc1 | -5.1 | -3 | 4 | 1 | 0 | -15 | -4.5 | 4 | 18
O=C(/C=C/c1cccc(F)c1)Nc1ccc(S(=O)(=O)Nc2ncccn2)cc1 | -2.6 | 5 | -11 | -7 | 1 | 27 | -3.6 | -22 | 2
COc1ccccc1-n1cnnc1SCC(=O)N1CC(=O)Nc2ccccc21 | -1.4 | 6 | -2 | -5 | 4 | 42 | 2.7 | -14 | 22
Cc1cc2ccccc2n1CCNC(=O)c1ccc(S(=O)(=O)N2CCCCC2)cc1 | -1.9 | 2 | 0 | 3 | 4 | 14 | -3.6 | 4 | 18
NS(=O)(=O)c1ccc(NC(=O)COC(=O)c2cc(Cl)ccc2[N+](=O)[O-])cc1 | 1.0 | 8 | 2 | -9 | -8 | 30 | -0.7 | 3 | /
CCN(CC)c1ccc(CNc2nc3ccccc3n2CC)cc1 | -2.9 | 7 | 2 | -4 | 6 | 32 | -1.9 | -3 | /
COCCNC(=O)C(c1ccc(C)cc1)N(C(=O)CCC(=O)Nc1ccccn1)c1ccc(F)cc1 (stereo unspecified) | -2.6 | 2 | -2 | 4 | 6 | 40 | 1.0 | -11 | -10
CC(C)c1ccc(NC(=O)[C@@H](C)NC(=O)[C@@H]2Cc3ccccc3CN2)cc1 | -2.3 | 4 | 3 | -1 | -2 | 38 | -5.0 | 1 | 4
Cc1occc1C(=O)NCc1cccc(CNC(=O)c2ccoc2C)c1 | -2.9 | 2 | 4 | -4 | 1 | 14 | -0.6 | -2 | 5
Cn1c(C(=O)OCC(=O)NCCc2ccccc2)cc2sccc21 | 1.2 | 4 | -6 | -4 | -7 | 18 | -4.1 | -12 | 6
CSc1ccc(CN2CCN(S(=O)(=O)Cc3ccccc3)CC2)cc1 | -0.3 | -5 | 3 | -14 | -1 | -21 | 0.4 | 1 | 23
CC(=O)Nc1ccc(N(C(=O)c2ccco2)C(C(=O)NC2CCCC2)c2ccncc2)cc1 (stereo unspecified) | -1.0 | -1 | -4 | -11 | -1 | 20 | -3.5 | 1 | 10
Nc1ncnc2nc(Sc3ccc(Cl)cc3)[nH]c12 | -3.1 | 3 | -10 | -2 | -4 | 19 | -2.6 | -4 | 8
COc1ccc(C(=O)N(CCCO)Cc2cc3c(C)ccc(C)c3[nH]c2=O)cc1OC | -5.0 | / | 1 | -11 | -7 | 4 | -6.4 | -4 | -1
COc1ccc(OC)c(CCNC(=O)C2CCN(c3nnc(-n4cccc4)s3)CC2)c1 | -4.8 | 0 | -3 | 4 | -2 | 9 | -2.4 | -4 | 14
Cc1oc(-c2ccoc2)nc1CN(Cc1ccccc1)CC1CC1 | -2.9 | 6 | 5 | 5 | -2 | 5 | -0.3 | -1 | 11
COc1cccc(Nc2nc3ccccc3c(=O)[nH]2)c1 | 0.9 | 2 | -1 | 3 | -4 | 36 | 0.3 | 12 | 21
Cc1ccc(S(=O)(=O)c2cc3c(=O)n4cccc(C)c4nc3n(Cc3ccncc3)c2=N)cc1 | 7.4 | 1 | 5 | -7 | -10 | 18 | -3.2 | -17 | 6
Cc1nc(C)n(CCNS(=O)(=O)c2ccccc2)n1 | -3.1 | -4 | 8 | -5 | 9 | 30 | -2.9 | -11 | 9

An excerpt of these results, with values under each structure:
Order of results: VIM-2 inhibitor	IDE inh	IDE act	GPR7 antag	M18AAP inhibitor	PHOSPHO1 inh	IMP-1 inh	pCIP destab	NALP1 inh
COc1ccc(OC)c(CCNC(=O)C2CCN(c3nnc(-n4cccc4)s3)CC2)c1
 : -4.8	0	-3	4	-2	9	-2.4	-4	14
Cc1oc(-c2ccoc2)nc1CN(Cc1ccccc1)CC1CC1
 : -2.9	6	5	5	-2	5	-0.3	-1	11

Continuation.
SMILES | VIM-2 inhibitor | IDE inh | IDE act | GPR7 antag | M18AAP inhibitor | PHOSPHO1 inh | IMP-1 inh | pCIP destab | NALP1 inh
CC1CC(C)(C)CC2(C1)NC(=O)N(CC(=O)NC1CCCc3ccccc31)C2=O (stereo unspecified) | -5.8 | 8 | 4 | -7 | 3 | -5 | -3.6 | 2 | 17
COC(=O)/C(=N/Nc1ccccc1Cl)Sc1nnc(C(O)c2ccccc2)n1-c1ccccc1 (stereo unspecified) | -1.1 | -2 | 1 | -11 | 0 | 3 | -1.4 | 3 | 14
O=C(NC(=S)Nc1ccc(Cl)c(C(=O)O)c1)c1ccc(OCc2ccccc2)cc1 | -0.2 | -2 | -5 | 13 | -11 | 8 | -0.6 | -8 | 7
O=c1c2ccccc2c(-c2ccccc2)nn1-c1ccccc1 | 0.8 | -1 | / | -13 | 2 | 7 | -1.7 | 4 | -21
COc1cc(C2CC(=O)Oc3c(C(CCN4CCOCC4)c4ccc(N(C)C)cc4)c(OC)cc(OC)c32)cc(OC)c1OC (stereo unspecified) | / | 2 | 3 | / | / | 22 | / | -5 | 11
CCCN(CCC)Cc1c(C(=O)N/N=C/c2c[nH]c3ccccc23)nnn1-c1nonc1N | -4.0 | -5 | -3 | -9 | 5 | 20 | -3.2 | 3 | 1
CN(CCNC(=O)CCCOc1cc(=O)n(C)c2ccccc12)Cc1ccccc1 | 7.6 | 2 | 2 | -1 | -1 | 2 | -2.4 | 6 | 0
CCc1nnc(NC(=O)c2sc3nc4cc(C)ccc4cc3c2N)s1 | -2.0 | 6 | -21 | -2 | 12 | 99* | -3.4 | -2 | -3
COCc1ccc(C(=O)NC2CCSc3ccccc32)cc1 (stereo unspecified) | -3.6 | 4 | 1 | -8 | 1 | 28 | -4.1 | -9 | 3
